PAD4 inh: human PAD4 inhibitors, primary screen, biochemical, fluorescence polarization, 1536-well format. 0.41% of 330,000 active. recombinant PAD4, RCA probe fluorescence polarization. inhibition, % at 6.36 µM. AID 485272, 2010;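 active = percent inhibition above a cutoff equal to the mean of all tested compounds plus 3 SD, cut at about 15% in these data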;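 also: 0% = PAD4 with RCA probe and DMSO and 100% = probe without PAD4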
PAFAH1B3 FP inh: PAFAH1B3 enzyme inhibitors, primary screen, biochemical, fluorescence polarization, human; Platelet-activating factor acetylhydrolase IB subunit alpha1 (Homo sapiens), Q15102; recombinant PAFAH1B3, FP-rhodamine probe; inhibition, % at 3.39 µM; 0.28% of 340,000 active; AID 492972, 2010;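 active = inhibition above the screen-wide average of all tested compounds plus 3 SD, cut at about 25% in these data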;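 also: 0% = enzyme with DMSO only and 100% = wells lacking PAFAH1B3 protein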
Target sequence (Q15102 whole entry, looked up): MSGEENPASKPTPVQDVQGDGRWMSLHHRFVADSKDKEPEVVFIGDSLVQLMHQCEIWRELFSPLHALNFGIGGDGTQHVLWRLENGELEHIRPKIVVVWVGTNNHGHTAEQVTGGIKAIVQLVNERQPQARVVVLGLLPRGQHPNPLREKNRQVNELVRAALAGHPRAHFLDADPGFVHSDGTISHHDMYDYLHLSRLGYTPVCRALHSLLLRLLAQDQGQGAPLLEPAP
PME-1 inh: PME-1 inhibitors via competitive probe labeling, primary screen, biochemical, fluorescence polarization, FP-Rh probe, HTS | 0.53% of 320,000 active | inhibition, % at 5.9 µM | recombinant PME-1 | AID 2130, 2009 | Protein phosphatase methylesterase 1 (Homo sapiens), Q9Y570;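 active = inhibition above the campaign mean of all compounds plus 3 SD, cut at about 26% in these data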;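 also: competitive labeling of PME-1 active site by serine hydrolase directed probe; 0% = PME-1 with DMSO and 100% = wells lacking PME-1 enzyme; inhibitors block probe labeling so polarization falls and inhibition rises; many of its hits are not listed in these tables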
Target sequence (Q9Y570 whole entry, looked up): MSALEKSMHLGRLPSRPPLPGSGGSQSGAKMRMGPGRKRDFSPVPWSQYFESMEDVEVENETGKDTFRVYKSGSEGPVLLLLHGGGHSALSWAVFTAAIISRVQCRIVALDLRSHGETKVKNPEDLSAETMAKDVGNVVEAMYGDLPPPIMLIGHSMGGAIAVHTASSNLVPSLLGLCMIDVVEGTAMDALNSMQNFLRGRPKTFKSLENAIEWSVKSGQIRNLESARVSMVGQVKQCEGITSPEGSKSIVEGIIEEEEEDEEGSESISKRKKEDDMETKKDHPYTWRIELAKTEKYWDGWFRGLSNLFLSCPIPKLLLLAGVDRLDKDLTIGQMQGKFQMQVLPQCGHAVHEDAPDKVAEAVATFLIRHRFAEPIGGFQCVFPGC
PAFAH2 FP inh: PAFAH2 enzyme inhibitors, primary screen, biochemical, fluorescence polarization, human; recombinant PAFAH2, FP-rhodamine activity probe; inhibition, % at 3.39 µM; 0.99% of 340,000 active;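 active = inhibition above the mean over all tested compounds plus 3 SD, cut at about 30% in these data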;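 also: inhibitors block probe labeling of enzyme so polarization drops; 0% = enzyme with DMSO and 100% = wells lacking PAFAH2 protein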
GSTO1 inh: inhibitors of recombinant GSTO1, primary screen, counter-screen for RBBP9 inhibitor project, biochemical, fluorescence polarization; Glutathione S-transferase omega-1 (Homo sapiens), P78417; activity-based probe fluorescence polarization; inhibition, % at 5.96 µM; 1.1% of 300,000 active; AID 1974, 2009;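 active = inhibition above the campaign mean inhibition plus 3 SD, cut at about 35% in these data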;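 also: 0% = GSTO1-1 with DMSO and 100% = wells lacking GSTO1-1 enzyme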
LYPLA1 counter: LYPLA1 inhibitors, primary screen, counter-screen for PME1 inhibitor project, biochemical, fluorescence polarization, FP-Rh probe ABPP. Acyl-protein thioesterase 1 (Homo sapiens), O75608. recombinant LYPLA1. inhibition, % at 5.9 µM. 0.16% of 320,000 active;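 active = inhibition above the mean of all tested compounds plus 3 SD, set per campaign, cut at about 14% in these data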;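 also: inhibitors block serine hydrolase probe labeling of LYPLA1 so polarization falls; 0% = enzyme with DMSO and 100% = wells lacking LYPLA1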
Target sequence (O75608 whole entry, looked up): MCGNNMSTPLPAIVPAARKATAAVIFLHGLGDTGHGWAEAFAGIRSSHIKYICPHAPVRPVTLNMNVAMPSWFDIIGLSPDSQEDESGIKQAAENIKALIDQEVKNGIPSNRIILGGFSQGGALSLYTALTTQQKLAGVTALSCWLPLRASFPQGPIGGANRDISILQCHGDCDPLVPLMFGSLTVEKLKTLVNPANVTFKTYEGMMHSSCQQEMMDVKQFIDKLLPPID
pPAFAH inh: pPAFAH enzyme inhibitors, primary screen, biochemical, fluorescence polarization, human | recombinant pPAFAH, FP-rhodamine probe fluorescence polarization | inhibition, % at 3.39 µM | 1.5% of 330,000 active | AID 463082, 2010;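 active = inhibition above the mean inhibition across the screen plus 3 SD, cut at about 25% in these data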;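 also: inhibitors block binding of the rhodamine activity-based probe so polarization drops; 0% = enzyme with DMSO and 100% = wells lacking pPAFAH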
Fam108B counter: mouse Fam108B serine hydrolase inhibitors, primary screen, counter-screen for RBBP9 inhibitor project, biochemical, fluorescence polarization; inhibition, % at 9.51 µM; recombinant Fam108B, FP-Rh probe fluorescence polarization; AID 1947, 2009; 0.33% of 300,000 active;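 active = inhibition above the screen mean inhibition plus 3 SD, computed separately per campaign, cut at about 18% in these data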;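 also: inhibitors lower polarization as less probe binds the enzyme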
PAFAH1B2 FP inh: PAFAH1B2 enzyme inhibitors, primary screen, biochemical, fluorescence polarization, human | Platelet-activating factor acetylhydrolase IB subunit alpha2 (Homo sapiens), P68402 | recombinant PAFAH1B2, FP-rhodamine activity probe | inhibition, % at 3.39 µM | 1.2% of 340,000 active | AID 492953, 2010;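 active = inhibition above the mean of all tested compounds plus 3 SD, cut at about 24% in these data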;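 also: 0% = enzyme with DMSO and 100% = wells lacking PAFAH1B2; many of its hits are not listed in these tables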
Target sequence (P68402 whole entry, looked up): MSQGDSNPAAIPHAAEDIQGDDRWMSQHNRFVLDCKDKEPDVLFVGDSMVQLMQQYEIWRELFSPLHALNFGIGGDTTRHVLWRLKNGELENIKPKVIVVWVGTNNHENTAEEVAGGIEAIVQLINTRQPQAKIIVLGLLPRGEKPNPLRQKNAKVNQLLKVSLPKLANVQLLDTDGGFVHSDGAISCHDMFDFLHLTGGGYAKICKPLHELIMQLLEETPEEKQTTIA
* hit, by the source's call; . = not tested or not shown; & = joins results of further samples.

SMILES | PAD4 inh | PAFAH1B3 FP inh | PME-1 inh | PAFAH2 FP inh | GSTO1 inh | LYPLA1 counter | pPAFAH inh | Fam108B counter | PAFAH1B2 FP inh
COc1ccc(CCNC(=O)C2CCN(S(=O)(=O)c3ccc(OC)cc3)CC2)cc1 | 0 | -5 | 3 | 2 | 10 | 2 | -4 | 4 | 8
N#CCCN(C(=O)COC(=O)c1cccc(S(=O)(=O)Nc2ccc([N+](=O)[O-])cc2)c1)c1ccccc1 | -1 | -4 | -1 | 4 | -1 | -1 | 2 | 0 | 6
CCOC(=O)C1CCN(C(=O)c2ccc3c(SCC(=O)O)c4c(nc3c2)CCCC4)CC1 | 6 | 6 | 6 | -6 | -19 | 8 | 4 | 0 | -1
CN(C)NC(=S)Nc1ccc(S(=O)(=O)N2CCCCC2)cc1 | 2 | 3 | 6 | -2 | 8 | 2 | 1 | 1 | 8
CCOC(=O)CN(C(=O)CSc1nnc(COc2ccc(OC)cc2)n1CC)c1ccccc1 | -7 | -2 | -4 | -3 | 8 | -1 | 4 | -3 | 0
CC(=O)c1sccc1NC(=O)CC(C)(C)CC(=O)O | -4 | . | -3 | . | 5 | -3 | -1 | -1 | .
O=c1cc(C(F)(F)F)c2sc(N3CCCCC3)nc2[nH]1 | -1 | 8 | 6 | 2 | 0 | 1 | 10 | -1 | 3
C[C@H](CO)N1C[C@H](C)[C@H](CN(C)C)Oc2ccc(NS(=O)(=O)c3ccc(F)cc3)cc2CC1=O | 1 | 0 | . | 1 | . | . | 17 | . | 4
Cc1nc(CS(=O)(=O)c2ccccc2)cc(N2CCOCC2)n1 | 1 | -1 | 2 | 5 | 13 | -3 | -4 | -1 | 3
CCc1ccc(-c2nc(CS(=O)CC(=O)NCc3ccc4c(c3)OCO4)c(C)o2)cc1 (stereo not drawn) | -1 | -8 | -1 | -1 | 0 | 1 | 8 | 1 | 3
O=C(NCCN1CCCCCC1)C1CCN(S(=O)(=O)N2CCOCC2)CC1 | -3 | -1 | -1 | 6 | 2 | 5 | 2 | 3 | 0
COc1ccccc1NC(=O)Nc1nc2ccc(S(N)(=O)=O)cc2s1 | -46 | -51 | -53 | -56 | -58 | -37 | -19 | -29 | -38
COc1ccc(Cl)cc1-c1nc(SCC(=O)NC(C)C)n[nH]1 | 3 | 2 | 4 | -6 | 3 | 3 | 3 | 1 | 1
CCOc1cccc2sc(=NC(=O)c3ccc(S(=O)(=O)N4CCOCC4)cc3)n(C)c12 | 4 | 3 | -3 | -8 | -7 | -1 | 5 | -5 | -1
Cc1ccc(S(=O)(=O)N(Cc2cc3ccc(C)cc3[nH]c2=O)c2ccccc2)cc1 | 4 | 4 | 1 | 4 | 3 | -3 | 2 | 1 | 5
CCc1noc(C)c1C(=O)N(C)CC(=O)Nc1ccc(Br)cc1C | 1 | 3 | -2 | -3 | 1 | -3 | -2 | 3 | 3
c1cc2c(cc1-c1csc(NNC3=NCCCCC3)n1)OCCO2 | -2 | . | 8 | . | 20 | -3 | 1 | 7 | .
Cc1ccccc1C(O)c1ccncc1 (stereo not drawn) | -2 | 2 | 5 | -5 | 3 | 0 | 0 | 1 | -1
CC(=O)Nc1ccc(S(=O)(=O)Nc2ccc(C)c([N+](=O)[O-])c2)cc1 | -7 | 14 | 8 | 11 | 18 | 4 | 22 | 2 | -2
CCN(CC)c1ccc(C2C(C(=O)OCCOC(C)C)=C(C)NC3=C2C(=O)CCC3)cc1 (stereo not drawn) | 2 | -1 | 0 | -3 | 11 | -5 | 8 | -4 | -1
CCOC(=O)N1CCC(NC(=O)c2sc3nc4n(c(=O)c3c2C)CCCC4)CC1 | -2 | -3 | -5 | -2 | 6 | -2 | 3 | -2 | 4
O=C(CSc1nnc(Nc2ccccc2)s1)NCCN1C(=O)CSC1=O | -2 | 4 | -4 | -13 | 8 | 5 | -3 | 3 | 1
CCOc1ccccc1CN1CCNC(=O)C1CC(=O)NCc1ccccn1 (stereo not drawn) | -3 | 1 | 2 | -3 | 2 | 2 | 0 | 3 | -5
Cc1cc(C)c(S(=O)(=O)N2CCCCC2)c(C)c1N(C)S(=O)(=O)c1ccc(Cl)cc1 | 3 | 1 | -4 | 2 | 0 | 0 | -5 | -4 | 4
O=S(=O)(Nc1ccc(-c2cnco2)cc1)c1ccccc1 | 0 | 4 | -4 | 5 | 10 | -2 | 1 | 1 | 2
CC(=O)Nc1ccc(NC(=O)COc2cc(C)cc3oc(=O)cc(C)c23)cc1 | -3 | 6 | 0 | -1 | -7 | 2 | 4 | 1 | 5
Cc1c(NC(=O)CN2CC(C)OC(C)C2)c(=O)n(-c2ccccc2)n1C (stereo not drawn) | 6 | 10&5 | -1 | 4&2 | -7 | 0 | 2 | -3 | 2&3
Cc1cccc(-n2nc3c(c2NC(=O)CCCl)CSC3)c1 | -4 | -4 | -4 | 0 | 20 | -1 | 8 | -1 | 1
Cn1ncc(Cl)c1C(=O)Nc1cccnc1 | -2 | 1 | 0 | -1 | -1 | 2 | 1 | -2 | 5
CCc1cc(C(=O)N2CCCC(CCC(=O)N3CCN(c4ccccn4)CC3)C2)no1 (stereo not drawn) | -11 | 13 | 0 | 4 | -6 | 2 | -2 | -2 | 5
CC(=O)c1ccc(NC(=O)NNS(=O)(=O)c2ccc([N+](=O)[O-])cc2)cc1 | -3 | 5 | -2 | 3 | -2 | -2 | 3 | -1 | 2
CN(CCOc1ccccc1)C(=O)c1cc(S(=O)(=O)N2CCOCC2)ccc1Cl | 0 | 7 | 6 | -3 | -2 | 1 | 1 | 3 | -1
Cc1nn(CCCC(=O)Nc2cccnc2)c(C)c1[N+](=O)[O-] | 0 | 2 | -3 | -1 | -1 | -1 | 3 | 5 | 5
O=C(Cc1ccccc1)NCC(=O)OC(c1ccccc1)c1ccccc1 | -6 | 5 | -2 | 1 | 3 | -2 | 8 | 0 | 5
CS(=O)(=O)N(CC(=O)N1CCN(c2ccc(F)cc2)CC1)c1ccc(F)c(Cl)c1 | -7 | 4 | 0 | 4 | 10 | 0 | 4 | -3 | 1
COCCNc1ccc([N+](=O)[O-])cc1C(=O)Nc1cccc(C)n1 | -1 | 1 | 2 | -5 | 2 | 2 | 4 | 4 | 2
COC(=O)N/N=C/c1c(C)nn(-c2cccc(Cl)c2)c1Cl | 3 | -4 | -2 | -4 | 2 | 0 | -3 | 0 | 0
CN(C)/N=C/c1ccc(Sc2ccc([N+](=O)[O-])cc2[N+](=O)[O-])o1 | 5 | -22 | 1 | 4 | 5 | -6 | 4 | -1 | 8
O=C(c1ccccc1)N1CCN(CC#CC2(O)CCCCC2)CC1 | -4 | 3 | 1 | 0 | -1 | 2 | 2 | 3 | 1
Cc1ccc2scc(CN3CCCC3)c2c1 | 2 | 7 | -1 | 6 | 4 | 0 | 2 | 1 | 3
CC(Oc1ccc(Cl)cc1)C(=O)OCC(=O)Nc1ncc(Cl)cc1Cl (stereo not drawn) | -3 | 0 | 6 | -1 | -4 | -3 | 7 | 0 | 31*
Cn1c(=O)c2cc(S(=O)(=O)NCCC(=O)NC3CCCCCC3)ccc2n(C)c1=O | -1 | -2 | 0 | 6 | 5 | -4 | -2 | 7 | 2
CCOc1ccccc1NC(=O)CSc1nnc(CNC(=O)c2cccs2)o1 | 0 | 2 | 1 | -1 | -2 | 3 | 1 | -2 | 2
Cc1cc2ccccc2c(=O)n1CC(=O)NCC(=O)N(C)Cc1ccccc1 | 0 | -1 | -4 | -23 | -1 | 0 | 2 | -1 | 1
O=C1Cc2ccccc2N1c1c(Cl)cccc1Cl | -1 | 1 | 1 | 4 | 4 | 0 | 1 | 2 | 2
COc1ccc2c(c1)[nH]c1c(=O)n(/N=C/C3C(C)C=C(C)CC3C)c(=O)[nH]c12 (stereo not drawn) | 0 | 8 | 6 | 0 | 5 | 2 | -1 | -3 | 0
Cc1ccc(C(=O)COC(=O)CN2C(=O)C3CC=CCC3C2=O)cc1[N+](=O)[O-] (stereo not drawn) | -6 | 2 | -7 | 17 | 12 | 0 | 3 | 0 | 0
Cc1cc2c(c(=O)n1Cc1ccccn1)C(C(C)C)C(C#N)=C(N)O2 (stereo not drawn) | -3 | 2 | -2 | 3 | 2 | 1 | -3 | 5 | 1
CCc1noc(C)c1C(=O)Nc1cc(Cl)ccc1-n1cncn1 | -1 | -2 | -7 | 3 | 8 | 2 | 3 | 1 | 2
Cc1nc2cc(NC(=O)CS(=O)(=O)c3ccc(F)cc3)ccc2s1 | 0 | -1 | 0 | -1 | -10 | 2 | -2 | -1 | -1
CC1(C)Cc2c(C#N)c(N3CCN(C(=O)c4ccccc4)CC3)nc(Cc3ccccc3)c2CO1 | 1 | -1 | 15 | -10 | -1 | 2 | 13 | 5 | 2
O=C(CCC(=O)N(CC(=O)NC1CCCCC1)Cc1ccc(F)cc1)Nc1nccs1 | -4 | 8 | 0 | 0 | -3 | -1 | -8 | -1 | 0
C=CCOc1ccc2nc(NC(=O)OC)[nH]c2c1 | -1 | -3 | -1 | 7 | 3 | -2 | -1 | 0 | 2
CC(=O)Nc1ccc(S(=O)(=O)Nc2nc3c(s2)CCCC3)cc1 | 6 | -2 | 2 | 4 | 0 | 6 | 4 | -2 | 2
CCN1C(=O)c2cccc3c(S(=O)(=O)Nc4ccc(O)c(C(=O)O)c4)ccc1c23 | -2 | 1 | -8 | 6 | 0 | 0 | -9 | -3 | 0
O=C(NC1CC2CCCC(C1)N2C(=O)Nc1ccccc1)c1ccccc1 (stereo not drawn) | -4 | 8 | 0 | -3 | 6 | 2 | 4 | 1 | 0
NC1=NC(c2cn(-c3ccccc3)nc2-c2cccs2)n2c(nc3ccccc32)N1 (stereo not drawn) | 1 | 5 | -86 | 1 | 2 | 2 | 5 | 4 | 1
O=C(CSc1nnc(CNC(=O)c2ccco2)o1)Nc1ccc(Cl)cc1 | -6 | 11 | -2 | 9 | -7 | 0 | 5 | -2 | 7
C=CCOn1c(=O)c(-c2ccc(C)cc2)[n+]([O-])c2ccccc21 | -4 | 7 | -2 | 2 | -5 | -4 | 0 | -3 | -2
CC(=O)N1CCC(C(=O)Nc2ccccc2)(N(Cc2ccccc2)C(=O)c2cccnc2)CC1 | 2 | -2 | 1 | 5 | 3 | 0 | 2 | 4 | -3
(cont.)
SMILES | PAD4 inh | PAFAH1B3 FP inh | PME-1 inh | PAFAH2 FP inh | GSTO1 inh | LYPLA1 counter | pPAFAH inh | Fam108B counter | PAFAH1B2 FP inh
CCOC(=O)c1ccc(NC(=O)c2ccc(NC(=O)c3ccccc3)cc2)cc1 | -6 | 4 | -4 | 4 | -1 | 0 | 5 | -7 | -6
Cc1csc2ncc(C(=O)NCc3ccco3)c(=O)n12 | -1 | 8 | 10 | 8 | 0 | -2 | 3 | 1 | 4
O=C(CCSCc1cccc(Cl)c1)NCCc1ccccc1 | 5 | 3 | 3 | -5 | 2 | 2 | 15 | 2 | 3
CC1(C)CC(=O)C(C=NCCN2CCN(C(=O)c3ccc(Br)cc3)CC2)=C(O)C1 | -1 | 7 | -2 | -2 | -4 | -2 | -3 | 2 | 2

Source: PubChem (The Scripps Research Institute Molecular Screening Center)

The list is partial; the hit share may differ from the screen's.
